# CHX counter: Cycloheximide Counterscreen for Small Molecule Inhibitors of Shiga Toxin | max response, % | 300,000 compounds, 12% hits | cell reporter, cycloheximide protein synthesis inhibition counterscreen; in the data active = max response mostly above about 13%, no sharp cut-off; inactive = mostly below about 14%; also: read at 38.3 µM for the half of the compounds with a filed dose; 0% is about no effect
# AmpC detergent: qHTS Inhibitors of AmpC Beta-Lactamase (assay with detergent) | P00811 | AmpC hydrolysis of nitrocefin, absorbance 480 nm, 0.01% Triton | Potency, µM (highest dose often 114 µM), without a hit: at the highest dose activity change, negative = inhibition, actives largely listed as inhibitors | 370,000 compounds, 0.041% hits | AID 485294, 2010;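 also: potency is read from the fitted curve at half-maximal effect; 0% = no-compound wells and -100% = no-enzyme wells; nearly all actives have a fitted effect of over 25% in size; some results filed as inactive show a strong effect at the top dose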
# Target sequence (P00811 whole entry, looked up): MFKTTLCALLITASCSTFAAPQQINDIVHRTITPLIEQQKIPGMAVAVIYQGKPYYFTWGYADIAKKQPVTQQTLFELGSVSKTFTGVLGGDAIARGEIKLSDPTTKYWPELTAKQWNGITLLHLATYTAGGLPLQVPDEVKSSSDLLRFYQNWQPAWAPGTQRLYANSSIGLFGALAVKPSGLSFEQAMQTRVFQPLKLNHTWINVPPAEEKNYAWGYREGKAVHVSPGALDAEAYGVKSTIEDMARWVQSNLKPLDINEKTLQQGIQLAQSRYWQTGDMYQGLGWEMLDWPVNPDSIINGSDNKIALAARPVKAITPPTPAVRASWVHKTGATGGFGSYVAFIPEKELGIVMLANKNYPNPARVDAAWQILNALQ
#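 AmpC (5.3 nM in the dispensed reagent) in 20 mM phosphate pH 7.0 with 0.01% (detergent screen) or 0.0001% Triton X-100 was preincubated with compounds for 15 min at room temperature. Nitrocefin was then added from an 800 uM solution, and hydrolysis was followed at 480 nm.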
# AmpC no deterg: qHTS Inhibitors of AmpC Beta-Lactamase (assay without detergent). AID 485341, 2010. 330,000 compounds, 0.52% hits. Potency, µM (highest dose often 57.1 µM), for the others: at the highest dose activity change, negative = inhibition, usual class: inhibitors. P00811. AmpC nitrocefin hydrolysis, absorbance 480 nm, 0.0001% Triton;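 also: potency is read from the fitted curve at half-maximal effect; plate controls were no compound for no effect and no enzyme for full effect; nearly all actives have a fitted effect of over 20% in size; some results filed as inactive show a strong effect at the top dose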
#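 AmpC (5.3 nM in the dispensed reagent) in 20 mM phosphate pH 7.0 with 0.01% (detergent screen) or 0.0001% Triton X-100 was preincubated with compounds for 15 min at room temperature. Nitrocefin was then added from an 800 uM solution, and hydrolysis was followed at 480 nm.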
# AMA1 RON2 block: qHTS for Inhibitors of AMA1-RON; Towards Development of Antimalarial Drug Lead: Primary Screen; Plasmodium falciparum AMA1 (3D7) - RON2 peptide interaction; AlphaScreen AMA1-biotinylated RON2 peptide binding; Potency, µM (top dose mostly 58.2 µM), for inactives: at the top dose activity change, negative = inhibition, hits mostly inhibitors; 360,000 compounds, 0.2% hits;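 also: potency is read from the fitted curve at half-maximal effect; 0% = vehicle wells and -100% = peptide control; nearly all actives have a fitted effect of over 45% in size; some results filed as inactive show a strong effect at the top dose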
#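 AMA1 (3D7) with his tag at 25 nM final met compounds first, then biotinylated RON2 peptide at 25 nM; detection used donor plus acceptor beads, 10 µg/mL apiece, read by AlphaScreen after 30 min at room temperature.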
# Shiga inhibitor: A qHTS for Small Molecule Inhibitors of Shiga Toxin; Vero cells, Shiga toxin protein synthesis inhibition reporter; inhibition, % at 38.7 µM; 290,000 compounds, 9.2% hits; AID 2315, 2010; in the data active = inhibition mostly above about 28%, no sharp cut-off; inactive = mostly below about 43%; also: 0% is about no effect
# HCMV inh: qHTS Assay for inhibitors of the human cytomegalovirus (HCMV). HFF cells, HCMV-luciferase reporter, 72 h; active compounds read low. activity change, negative = inhibition, % at 57.5 µM. 410,000 compounds, 4.5% hits. AID 1259415, 2018; in the data active = activity change below about -60%; inconclusive = no clear call, values can overlap the other calls; inactive = above about -39%; also: % is scaled to controls: 0 for no effect and ±100 for the full control effect
#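 After 16 h attachment at 37C, HFF cells received test compound and HCMV-luciferase (1 PFU/cell); reporter luminescence read 72 h later, data normalized against buffer-only and known inhibitor Salinomycin.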
# FBPA Giardia inh: qHTS Assay for Inhibitors of Fructose-1,6-bisphosphate Aldolase from Giardia Lamblia; Potency, µM (doses to about 59.6 µM), without a hit: at the top dose activity, negative = inhibition, actives largely listed as inhibitors; 290,000 compounds, 0.71% hits; purified Giardia FBPA; A8B2U2; also: potency is read from the fitted curve at half-maximal effect; % is scaled to controls: 0 for no effect and ±100 for the full control effect; nearly all actives have a fitted effect of over 55% in size
# Target sequence (A8B2U2 whole entry, looked up): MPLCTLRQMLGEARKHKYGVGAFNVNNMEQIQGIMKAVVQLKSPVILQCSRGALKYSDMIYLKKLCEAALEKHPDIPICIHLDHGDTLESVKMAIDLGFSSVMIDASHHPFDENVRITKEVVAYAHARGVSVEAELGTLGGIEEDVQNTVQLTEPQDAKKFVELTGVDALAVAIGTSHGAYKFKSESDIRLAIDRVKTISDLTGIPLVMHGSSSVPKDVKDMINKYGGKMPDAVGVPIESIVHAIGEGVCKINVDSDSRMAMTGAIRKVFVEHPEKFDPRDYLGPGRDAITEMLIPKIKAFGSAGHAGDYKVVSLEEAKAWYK
#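 40 nM FBPA preincubated 10 min at RT with compound (up to 57.5 uM final), then substrate plus GAPDH/TPI/NAD/arsenate coupling and diaphorase/resazurin added. Fluorescence read after 20 min at RT, 525/598 nm.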
# An asterisk follows results filed as active; ? = inconclusive; . = not tested or not shown; & = joins results of further samples; [ ] = another dose, or the depositor's remark. Unless noted, calls follow the shape of the dose curve; as a rule, active = well fitted curve in the direction sought with a large enough effect; inconclusive = small, poorly fitted or top-dose-only effect, or another doubt; inactive = no such curve, though single readings can be large; an effect the other way counts as inactive or inconclusive. No enrichment for hits; any-hit rate near 16%.
# The line under a structure holds: CHX counter | AmpC detergent | AmpC no deterg | AMA1 RON2 block | Shiga inhibitor | HCMV inh | FBPA Giardia inh
- COc1ccc(CNC(=O)c2sc3nc4c(c(C(F)(F)F)c3c2N)CCC4)cc1OC
→ 6 | ? | 189%[activator] | 3% | -17 | -25 | -2%
- CN1C2CCC1CC(OC(c1ccccc1)c1ccccc1)C2 (stereo unspecified)
→ -3 | ? | 43% | 0% | -8 | -32 | 2%&1%&0%
- C#CCNC(=O)C1=C[C@@H](C2CC2)[C@H](CCCO)[C@@H](OCC)O1
→ 8 | 3% | 3% | -3% | 26 | -11 | 14%
- Cn1c2cc(C#N)sc2c2cnn(Cc3ccc(F)cc3)c(=O)c21
→ . | ? | -23%&-37% | . | . | 11 | .
- CCOc1cc(/C=C(/NC(C)=O)C(=O)O)cc(Cl)c1OCc1ccc(Br)cc1
→ 0 | 5% | -12% | -4% | -11 | ? | 5%
- Cc1ccc(Cl)c(OCCCCN(C)Cc2ccccc2)c1
→ -5 | 2% | 20% | -26% | -26 | -16 | -30%
- O=C(c1cc(COc2ccc(F)c(F)c2)on1)N1CCOCC1
→ 42* | -12% | 28% | 0% | 91* | ? | .
- O=C(CCCC(=O)NCC1CCCO1)NCC1CCCO1 (stereo unspecified)
→ 0 | ? | -16% | -10% | 20 | 38 | -1%
- COC(=O)c1cc(OC)c(OC)cc1NC(=O)CSc1nnc(-c2cccnc2)n1C
→ -2 | 1% | -11% | -3% | 13 | 5 | 1%
- CCC(=O)N1CCCc2cc(S(=O)(=O)N3CCN(c4ncccn4)CC3)ccc21
→ -6 | -15% | 3% | 0% | -13 | 3 | 7%
- CC(=O)c1c(C)[nH]c(C(=O)OCc2nnc(-c3ccc([N+](=O)[O-])cc3)o2)c1C
→ . | . | -12% | 20% | . | 95 | .
- CCOc1ccc(NC(=O)c2cccc(NC(=O)c3ccccc3)c2)cc1
→ 17* | -5% | -30% | 10% | 53* | 20 | 1%
- COc1cccc(CN2CCCCC2C(=O)O)c1 (stereo unspecified)
→ 1 | -1% | -21% | 12% | -11 | -23 | -3%
- COC(=O)c1cc2sc(Cl)cc2n1Cc1nc(-c2cccc(C)c2)oc1C
→ -3 | -8% | -23% | . | 7 | . | 0%
- COc1ccc(C2Nc3ccccc3C(=O)N2Cc2ccccc2)cc1CSc1ccccn1 (stereo unspecified)
→ -4 | 0% | -13% | -17% | -19 | -14 | -5%

# Part of the list above in a different format.
SMILES | CHX counter | AmpC detergent | AmpC no deterg | AMA1 RON2 block | Shiga inhibitor | HCMV inh | FBPA Giardia inh
O=C(c1cc(COc2ccc(F)c(F)c2)on1)N1CCOCC1 | 42* | -12% | 28% | 0% | 91* | ? | .
O=C(CCCC(=O)NCC1CCCO1)NCC1CCCO1 (stereo unspecified) | 0 | ? | -16% | -10% | 20 | 38 | -1%
COC(=O)c1cc(OC)c(OC)cc1NC(=O)CSc1nnc(-c2cccnc2)n1C | -2 | 1% | -11% | -3% | 13 | 5 | 1%
CCC(=O)N1CCCc2cc(S(=O)(=O)N3CCN(c4ncccn4)CC3)ccc21 | -6 | -15% | 3% | 0% | -13 | 3 | 7%
CC(=O)c1c(C)[nH]c(C(=O)OCc2nnc(-c3ccc([N+](=O)[O-])cc3)o2)c1C | . | . | -12% | 20% | . | 95 | .
CCOc1ccc(NC(=O)c2cccc(NC(=O)c3ccccc3)c2)cc1 | 17* | -5% | -30% | 10% | 53* | 20 | 1%
COc1cccc(CN2CCCCC2C(=O)O)c1 (stereo unspecified) | 1 | -1% | -21% | 12% | -11 | -23 | -3%
COC(=O)c1cc2sc(Cl)cc2n1Cc1nc(-c2cccc(C)c2)oc1C | -3 | -8% | -23% | . | 7 | . | 0%
COc1ccc(C2Nc3ccccc3C(=O)N2Cc2ccccc2)cc1CSc1ccccn1 (stereo unspecified) | -4 | 0% | -13% | -17% | -19 | -14 | -5%

# (more compounds)
# The line under a structure holds: CHX counter | AmpC detergent | AmpC no deterg | AMA1 RON2 block | Shiga inhibitor | HCMV inh | FBPA Giardia inh
- COc1ccc(NS(=O)(=O)c2cccc3nsnc23)cc1Cl
→ -2 | 6% | -29% | -17% | -4 | ? | 2%
- O=C(NNC1=Nc2ccccc2SC1)c1ccc(Cl)cc1
→ -5 | 7% | -34% | 72%[activator] | -8 | ? | 10%
- Cc1c(C(=O)N(C)Cc2cccc(F)c2)oc2c(Cl)cccc12
→ -2 | -6% | -6% | -11% | -14 | -29 | 7%
- CCN(c1ccc(F)cc1)S(=O)(=O)c1cccc2nsnc12
→ 9 | -1% | -11% | -1% | -7 | -36 | 5%
- CN1CCN(c2ccccc2NC(=O)c2ccc(-c3cccc(Cl)c3)o2)CC1
→ -4 | 9% | 55% | ? | -1 | 27 | .
- N#C/C(=C\c1c(N2CCCCCC2)nc2ccccn2c1=O)C(=O)NC1CCS(=O)(=O)C1 (stereo unspecified)
→ -4 | -6% | 21% | -10% | 2 | -15 | -3%
- CCOc1ccc(CCNC(=O)c2ccc(CS(=O)Cc3ccc(Cl)cc3)o2)cc1OCC (stereo unspecified)
→ -3 | 0% | 144%[activator] | -11% | -2 | -30 | .
- Cc1ccc(C)c2[nH]c(=O)c(CCNS(=O)(=O)c3ccccc3)cc12
→ -3 | ? | 2% | -4% | 19 | -33 | 2%
- Nc1ncnc(Nc2ccc(S(N)(=O)=O)cc2)n1
→ -4 | -9% | 4% | -7% | -4 | 11 | 4%
- O=C(CC1CCCC1)Nc1ccc(Cl)c(S(=O)(=O)N2CCOCC2)c1
→ . | . | -13% | 7% | . | ? | .
- Cc1ccc(NC(=O)CCn2nnc3ccccc32)c(C)c1
→ -3 | 2% | 144%[activator] | 14% | -10 | 28 | -8%
- CCOc1ccccc1CN1CCC(CO)(CCOc2ccccc2)CC1
→ -2 | -8% | 56% | -4% | -8 | -21 | 8%
- Cc1ccc(C)c(NC(=O)Cn2nnc(-c3ccc(N4CCOCC4)cc3)n2)c1
→ -2 | ? | -25% | -1% | -8 | 116 | 4%
- CCOc1ccc(C(C)=O)cc1CSC(=N)N
→ -2 | 0% | -8% | 14% | -9 | 47 | -2%
- O=C(C[N+]12CC[N+](CC(=O)c3ccc(F)cc3)(CC1)CC2)c1ccc(F)cc1
→ 1 | 0% | -1% | 4% | -10 | -30 | 6%
- COc1ccc(SCC(CC(C)C)N2CCN(C)CCC2=O)cc1 (stereo unspecified)
→ 25* | . | . | . | 53* | . | 2%
- CC(C)C(=O)Nc1ccc(NC(=O)c2cccc(F)c2)cn1
→ 22* | ? | -6% | 7% | 76* | 85 | -7%
- O=C(CSc1cn(CC(=O)N2CCOCC2)c2ccccc12)N1CCOCC1
→ 2 | 7% | 2% | -2% | -7 | 0 | 6%
- COCC(=O)Nc1cc(OC)c(Cl)cc1OC
→ 0 | -1% | -4% | 11% | 11 | -8 | 1%
- CC(=O)Oc1cccc(C(=O)Nc2c[nH]c(=O)[nH]c2=O)c1
→ -4 | 5% | -16% | -9% | -10 | -3 | -4%
- CCOC(=O)c1ccc(N=C(CC)c2c(O)n(C)c(=O)n(C)c2=O)cc1
→ -3 | 1% | -18% | -6% | 12 | 28 | -14%
- CCOCCc1c(O)nc(SCC(=O)NCc2ccco2)[nH]c1=O
→ -1 | -10% | 7% | 6% | -8 | 9 | 5%
- COc1ccc(C(C(=O)NC2CCCC2)N(CCCO)C(=O)Cn2nnc(-c3ccc(C)o3)n2)cc1 (stereo unspecified)
→ -4 | -1% | 87%[activator] | -4% | -6 | 14 | 1%
- O=S1(=O)CCC(NC(=S)Nc2ccc(Cl)cc2)C1 (stereo unspecified)
→ -2 | -8% | -19% | -16% | 12 | 27 | -4%
- N#CCC1c2ccccc2CCN1C(=O)Nc1ccc(C(F)(F)F)cc1 (stereo unspecified)
→ 15 | -12% | -44% | 27% | -10 | 0 | -14%
- O=C(CN1C(=O)c2ccccc2S1(=O)=O)NCCSCc1c(F)cccc1Cl
→ -1 | -11% | -9% | -7% | -18 | 1 | -5%
- CCCc1cc(=O)oc2c(C)c(OCC(=O)N3CCC[C@@H]3C(=O)O)ccc12
→ -3 | 4% | -4% | -11% | 24 | 14 | 8%
- CC(=O)c1ccc(NC(=O)CSc2nc(=O)n3cccc(C)c3n2)cc1
→ . | -6% | -17% | 10% | . | ? | .
- O=C(CSc1nc2ccccc2[nH]1)NCCc1ccc(Cl)cc1
→ -4 | ? | -10% | -28% | -7 | 16 | -3%
- CCCN1CCc2nc(SCC(=O)Nc3ccc(C)c(Cl)c3)[nH]c(=O)c2C1
→ -1 | -7%&17% | 35% | 10% | -2 | 1&-34 | ?
- COc1ccc([C@H]2CC(=O)C=C(c3cccc(OC(F)(F)F)c3)C2)cc1
→ . | 13% | -2% | -4% | . | -36 | .
- CCC(=O)N1CCc2cc(Br)cc(S(=O)(=O)N3CCC(C(=O)NC(C)C)CC3)c21
→ -4 | ? | -11% | -21% | -7 | 1 | 1%
- CCCCN(C(=O)c1ccc2ccccc2c1)c1c(N)n(CCCC)c(=O)[nH]c1=O
→ . | 14% | -24% | -5% | . | 0 | .
- CC(NC(=O)CSc1nc2sc3c(c2c(=O)n1-c1ccccc1)CCCC3)c1ccccc1 (stereo unspecified)
→ -1 | ? | -14% | -4% | -4 | -81* | 3%
- O=C(CCN1CCN(S(=O)(=O)c2ccc(Br)cc2)CC1)Nc1ccccc1F
→ 16 | 4% | 103%[activator] | -6% | 2 | -23 | 0%
- N#CCC(=O)N/N=C/c1c2ccccc2cc2ccccc12
→ 8 | -14% | -38% | 123%[activator] | -2 | -2 | 7%
- Cc1ccc(N2C(=N)/C(=C3/Nc4ccccc4S3)C(c3ccccc3)C2=O)cc1 (stereo unspecified)
→ 44* | ? | -43% | 6% | 62* | 10 | -1%
- CCOC(=O)N1CCC(N2C(=O)c3ccccc3C2=O)CC1
→ 2 | -4% | -28% | -1% | -18 | 1 | 0%
- COc1ccc(N2CCN(c3ccc(Cl)nn3)CC2)cc1
→ 16 | 8% | -8% | -1% | 15 | -22 | 0%
- CCOC(=O)CSc1nc2c(sc(=S)n2-c2ccc(OCC)cc2)c(=O)[nH]1
→ -6 | -6% | -27% | 2% | -8 | -24 | 5%
- COc1ccc2[nH]c(C)c(CCNC(=S)Nc3cccc(C)c3C)c2c1
→ -1 | -6% | -14% | 25% | -17 | ? | -3%
- COc1ccccc1-c1ccc(Nc2ccc(C(=O)N3CCOCC3)cc2)nn1
→ 12 | ? | -13% | -2% | 20 | 16 | -1%
- Cc1cccc(N2CCN(S(=O)(=O)c3ccc(-c4ccc(=O)[nH]n4)o3)CC2)c1C
→ -1 | 2% | -19% | 17% | -1 | -63* | -4%
- CCc1noc(N)c1C(=O)Nc1ccc(Cl)cc1
→ -2 | -5% | -17% | 0% | -5 | ? | -2%
